# OXTR agonist = activates the human oxytocin receptor. P30559. CHO-OTR cells, Fluo-8 calcium fluorescence; normalized: DMSO 0%, oxytocin 100%. 320,000 tested, 0.32% active. activation, % at 3 µM;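 active means activation above the mean of all tested compounds plus 3 SD, cutoff set per screening run, cut at about 20% in these data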;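 further: peak over basal fluorescence ratio from a 100 s FLIPR kinetic read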
# Target sequence (P30559 whole entry, looked up): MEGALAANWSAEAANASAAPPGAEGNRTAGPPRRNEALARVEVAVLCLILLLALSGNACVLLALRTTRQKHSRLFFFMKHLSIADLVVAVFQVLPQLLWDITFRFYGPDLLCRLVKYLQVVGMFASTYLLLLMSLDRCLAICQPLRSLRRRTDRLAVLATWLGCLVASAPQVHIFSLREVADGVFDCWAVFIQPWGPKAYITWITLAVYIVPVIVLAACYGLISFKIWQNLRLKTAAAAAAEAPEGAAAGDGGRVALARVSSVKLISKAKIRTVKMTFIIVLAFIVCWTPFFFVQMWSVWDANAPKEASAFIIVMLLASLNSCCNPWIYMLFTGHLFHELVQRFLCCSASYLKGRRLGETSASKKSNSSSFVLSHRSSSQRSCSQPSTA
# FID counter = fluorescent intercalator displacement, NS3 helicase counter-screen; DNA fluorescent intercalator displacement, fluorescence; inhibition, % at 7.9 µM; 290,000 tested, 0.17% active; AID 1845; in the data active means inhibition above about 37%;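 further: 0% = vehicle and 100% = reference compound; higher means more ethidium bromide displaced from hairpin DNA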
# GPR7 antag = antagonists of human GPR7 (neuropeptides B/W receptor 1); P48145; GPR7-expressing cells, fluorescence antagonist assay; inhibition, % at 4.4 µM; 290,000 tested, 1.1% active; in the data active means inhibition above about 16%, passing the limit was not always enough;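 further: cells stimulated with the agonist NPW; 0% = agonist with vehicle and 100% = vehicle without agonist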
# IMP-1 inh = inhibitors of Pseudomonas aeruginosa IMP-1 metallo-beta-lactamase; AID 1556; inhibition, % at 5.6 µM; purified IMP-1, nitrocefin hydrolysis, epi-absorbance fluorescence; 290,000 tested, 0.45% active;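 active means inhibition above the mean plus 3 SD of all compounds in the same screening run, cut at about 4.5% in these data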;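 further: 0% = IMP-1 with DMSO and 100% = DMSO wells lacking enzyme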
#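 assay system = purified recombinant IMP-1 metallo-beta-lactamase enzyme | schedule = 15 min preincubation plus 25 min reaction at 25 °C | signal = Epi-absorbance fluorescence, 480 nm excitation, 530 nm emission | read-out basis = percent inhibition from optical density relative to buffer-blank wells | controls = IMP-1 with DMSO as 0%, enzyme-free DMSO as 100%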
# GalR3 antagonist = human GalR3 antagonism | AID 651719 | inhibition, % at 3 µM | HEK293 GalR3-CNG cAMP membrane potential fluorescence; galR3 body fused to GalR1 C-terminus | O60755 | 360,000 tested, 0.44% active;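 active means inhibition above the screen-wide average plus 3 SD, cut at about 13% in these data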;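 further: forskolin and galanin both at EC90 stimulate the cells; cAMP rise reported by CNG channel membrane potential dye signal; 0% = forskolin plus galanin with DMSO and 100% = forskolin alone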
# PHOSPHO1 inh = inhibitors of human PHOSPHO1 phosphatase. Q8TCT1. recombinant PHOSPHO1, absorbance phosphatase assay. inhibition, % at 13.3 µM. 290,000 tested, 1.1% active. AID 1565; in the data active means inhibition above about 60%
# Target sequence (Q8TCT1 whole entry, looked up): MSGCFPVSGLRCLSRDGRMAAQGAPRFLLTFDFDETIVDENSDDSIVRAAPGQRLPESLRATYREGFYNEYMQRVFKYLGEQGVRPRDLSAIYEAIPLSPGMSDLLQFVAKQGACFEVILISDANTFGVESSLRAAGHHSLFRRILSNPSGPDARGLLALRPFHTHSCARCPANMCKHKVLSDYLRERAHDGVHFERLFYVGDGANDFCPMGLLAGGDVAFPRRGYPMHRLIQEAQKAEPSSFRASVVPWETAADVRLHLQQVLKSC
# V1R ag counter = counter-screen for oxytocin receptor agonists: human V1a receptor agonists; P37288; CHO-V1R cells, Fluo-8 calcium fluorescence, agonist mode; 0% DMSO, 100% 3 nM vasopressin; activation, % at 3 µM; 320,000 tested, 0.25% active;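 active means activation above the mean activation of all tested compounds plus 3 SD, per screening run, cut at about 20% in these data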;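 further: signal is peak over basal fluorescence ratio across a 100 second FLIPR read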
# Target sequence (P37288 whole entry, looked up): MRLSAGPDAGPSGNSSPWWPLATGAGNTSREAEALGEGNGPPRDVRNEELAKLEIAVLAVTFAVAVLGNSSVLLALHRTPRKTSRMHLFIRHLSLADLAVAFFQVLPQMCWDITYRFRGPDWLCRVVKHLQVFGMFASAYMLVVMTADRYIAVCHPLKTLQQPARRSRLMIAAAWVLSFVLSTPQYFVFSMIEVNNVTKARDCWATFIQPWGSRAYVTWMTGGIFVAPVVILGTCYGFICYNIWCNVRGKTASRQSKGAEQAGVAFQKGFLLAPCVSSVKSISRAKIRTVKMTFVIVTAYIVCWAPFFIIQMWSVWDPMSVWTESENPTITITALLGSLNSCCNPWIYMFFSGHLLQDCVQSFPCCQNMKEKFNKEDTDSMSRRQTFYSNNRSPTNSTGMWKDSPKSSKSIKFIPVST
# VIM-2 inhibitor = blocks Pseudomonas aeruginosa VIM-2 metallo-beta-lactamase; purified VIM-2, nitrocefin hydrolysis, epi-absorbance fluorescence; inhibition, % at 5.6 µM; 290,000 tested, 0.89% active; AID 1527;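 active means inhibition above the mean of all tested compounds plus 3 SD, cutoff set per screening run, cut at about 7.5% in these data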;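 further: red hydrolysis product quenches plate fluorescence so inhibitors raise well fluorescence; 0% = enzyme with DMSO and 100% = DMSO without enzyme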
# HCV NS3 hel inh = HCV NS3 helicase inhibition. inhibition, % at 10.9 µM. 290,000 tested, 0.56% active. NS3 helicase DNA unwinding, Cy5 molecular beacon fluorescence. AID 1800;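 active means inhibition above the mean of all tested compounds plus 3 SD, set per campaign, cut at about 35% in these data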;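 further: 0% = DMSO wells and 100% = thioflavine S control wells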
#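 Control set: DMSO versus 110 µM thioflavine S; Material: NS3 helicase fragment of HCV; Measured by: Cy5 fluorescence at 0 and 60 min, beacon hairpin quenching; Read-out basis: percent inhibition from t60/t0 fluorescence ratio; Times: reaction time 60 min, 25 °C; Repeats: single replicate; Compound dosing: single dose, 10.9 µM nominal final, DMSO 0.8% final.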
# * hit, by the source's call; nt = no result given; + = active, no number. Compounds as they come. Share with any hit: about 4.3%.
No.	structure	GalR3 antagonist	VIM-2 inhibitor	HCV NS3 hel inh	FID counter	GPR7 antag	OXTR agonist	IMP-1 inh	PHOSPHO1 inh	V1R ag counter
1	Cc1ccc(C)c(N(CC(=O)NCCc2ccccc2)C(=O)CCC(=O)Nc2ccccn2)c1	-6	-2.2	-1	-41	6	2.7	-3.6	15	2.4
2	O=S(=O)(c1ccccc1)N(CC1CO1)c1cccc2ccccc12 (stereo unspecified)	-1	-1.5	-8	-12	-2	-0.6	-3.2	20	-0.5
3	CN(C)C(=O)CSc1nc(-c2ccccc2)c(-c2ccccc2)o1	-10	1.2	-4	-16	-2	-1.7	-0.4	-30	-0.5
4	CCN(CC)S(=O)(=O)c1ccc(C)c(NC(=O)/C=C/c2cccs2)c1	-3	-1.9	-1	-12	-8	-1.0	0.1	11	3.5
5	COC(=O)CCN(C1CCCCC1)S(=O)(=O)c1ccc(S(=O)(=O)N2CCCCC2)cc1	-6	-1.6	-6	8	-1	0.9	-2.4	5	-0.9
6	COc1cccc(CC(C(=O)Nc2cc(C)ccc2C)c2nn[nH]n2)c1OC (stereo unspecified)	-3	4.6	-5	-24	-8	-0.9	-3.5	3	-1.2
7	Cc1noc(C)c1NC(=O)N1CCN(Cc2ccccc2)CC1	-1	1.2	12	-2	8	0.5	0.1	8	0.8
8	CN(Cc1nc(-c2cccs2)no1)CC(O)c1ccccc1 (stereo unspecified)	-5	-1.1	0	-9	-12	1.1	-2.2	44	0.9
9	O=C1c2ccccc2C(=O)N1CCCCn1c(=O)oc2ccccc21	-2	-1.5	-5	-7	-10	-0.8	-3.0	19	1.4
10	O=S(=O)(c1ccc(Cl)cc1)N1CCC(N2CCOCC2)CC1	-2	-3.7	-3	-1	3	-0.9	-3.1	-11	0.1
11	Cc1nc2ccccc2n2c(O)c(CC(=O)O)cc12	-1	1.6	9	-6	-7	24*	-1.1	4	15
12	Cc1ccc(N(C(=O)c2nsc(Cl)c2Cl)C(C(=O)NC2CCCC2)c2ccc(O)cc2)cc1C (stereo unspecified)	-3	-3.0	7	-27	-18	-2.2	-3.2	-18	1.3
13	CCn1c(SCCOc2ccc(OC)cc2)nnc1C(CO)NC(=O)c1ccc(OC)cc1 (stereo unspecified)	1	1.9	3	-44	-9	0.3	3.0	33	0.9
14	O=c1ccc2c(-c3ccccc3)c3ccc(O)cc3oc-2c1	-3	81*	73*	-18	23	850*	84*	-7	+
15	Cn1c(=O)c2cc(S(=O)(=O)NC(C(=O)N3CCCCCC3)c3ccccc3)ccc2n(C)c1=O (stereo unspecified)	2	-1.2	-1	-21	-15	-0.8	-2.4	-7	-0.1
16	COc1ccc2c(c1)nc(NCCO)n2C	2	-4.5	7	2	7	0.0	-1.6	-25	1.1
17	O=C(Nc1ccc(Cl)cc1)c1ccc(CN2CCc3ccccc3C2)cc1	108*	-0.4	-3	13	9	0.6	-2.5	44	1.1
18	Cn1cc(SCC(=O)N2CCN(c3ccccc3)CC2)c2ccccc21	nt	-4.3	-5	-32	-1	-0.9	-4.5	29	0.8
19	O=C(/C=C\c1cn(-c2ccccc2)nc1-c1cccs1)N1CCOCC1	0	-3.5	-12	-22	-5	1.3	-4.1	4	1.3
20	COc1ccc(-n2nc([N+](=O)[O-])c(=NCCc3ccc(C)cc3)n2O)cc1	-4	-1.9	6	-8	-10	-2.2	-1.6	-10	-0.4
21	CCc1ccc(C2CC(c3ccccc3C)n3nc(N)nc3N2)cc1 (stereo unspecified)	-3	0.0	-13	-22	25*	1.0	0.1	-20	1.4
22	CCN(CC)S(=O)(=O)c1cc(C(=O)OCC(=O)Nc2cccc(S(=O)(=O)N(C)C)c2)ccc1F	2	-3.1	-7	-8	-12	4.0	-2.1	-4	5.9
23	CCCCNC(=O)OC1CCS(=O)(=O)C1 (stereo unspecified)	-2	-4.1	-3	-1	-6	1.3	-1.6	9	0.7
24	N#CC[n+]1cc(-c2ccc(Cl)cc2)n2c1CCC2	-9	-1.1	-2	7	5	0.1	-1.8	-8	0.4
25	COc1cc(-c2nc3ccccn3c2/N=C/c2ccccc2)ccc1O	-5	-0.4	2	2	-2	-0.1	-1.6	5	0.8

# Next part, overlapping the part above by 3 compounds.
No.	structure	GalR3 antagonist	VIM-2 inhibitor	HCV NS3 hel inh	FID counter	GPR7 antag	OXTR agonist	IMP-1 inh	PHOSPHO1 inh	V1R ag counter
23	CCCCNC(=O)OC1CCS(=O)(=O)C1 (stereo unspecified)	-2	-4.1	-3	-1	-6	1.3	-1.6	9	0.7
24	N#CC[n+]1cc(-c2ccc(Cl)cc2)n2c1CCC2	-9	-1.1	-2	7	5	0.1	-1.8	-8	0.4
25	COc1cc(-c2nc3ccccn3c2/N=C/c2ccccc2)ccc1O	-5	-0.4	2	2	-2	-0.1	-1.6	5	0.8
26	CN(Cc1ccccc1)C(=O)COc1cccnc1[N+](=O)[O-]	-9	0.7	-8	-2	-12	0.1	-2.9	42	0.0
27	O=C(NNC(=S)Nc1ccccc1)c1cccs1	-10	-2.2	1	0	-5	0.2	-2.1	-5	-0.1
28	Fc1cccc(NC(=S)N2CCCCC2)c1	-3	-2.7	-1	-1	-10	0.3	-3.1	11	0.2
29	CCSc1nc2ccccc2n1CC(=O)N1CCCCC1	-2	-0.5	3	-6	-12	-1.2	0.1	-2	-0.2
30	COC(=O)c1ccc(N(C(=O)c2ccco2)C(C(=O)NC2CCCC2)c2ccco2)cc1 (stereo unspecified)	-3	2.8	-3	-32	1	-0.2	4.5*	1	0.4
31	COc1ccccc1NC(=O)Cn1cnc2c(cnn2-c2ccc(C)c(C)c2)c1=O	-3	-0.6	0	-4	-7	2.7	-2.0	21	2.8
32	O=C(N[C@@H]1CCC(=O)N(CC[C@H](Sc2ccccc2)c2ccccc2)CC1)OCc1ccccc1	-6	-2.6	-42	-36	-1	-1.2	-4.5	-2	1.6
33	COc1ccc(-c2nc3c(-c4ccc(F)cc4)cnn3cc2C)cc1F	0	-2.0	-13	1	-14	-0.1	-2.4	40	-1.3
34	COc1ccc(NC(=O)CCN2CCN(Cc3ccccc3)CC2)c(OC)c1	-6	-3.1	5	3	2	1.2	-4.1	13	0.3
35	CCN(CC)S(=O)(=O)c1ccc(Cl)c(C(=O)NC2CCCC2)c1	-5	-2.6	7	-7	-3	-1.2	-5.9	-11	0.6
36	O=C(CNC(=O)c1ccc(Br)o1)NCc1cccc(Cl)c1	0	-1.4	6	-6	-18	-0.6	-1.4	25	1.1
37	O=C(C1CCN(Cc2ccc(OCc3ccccc3)cc2)CC1)N1CCCC1	-2	1.7	-3	9	-5	2.1	-2.0	-8	1.6
38	O=C(O)C(C/C(=N/O)c1ccc(Br)cc1)P(=O)(c1ccccc1)c1ccccc1 (stereo unspecified)	8	-1.0	15	-35	-10	0.6	-2.8	-5	0.4
39	CC12C=CC3(O1)C(C(=O)N(c1ccccc1)C3C(=O)NC1CCCC1)C2C(N)=O (stereo unspecified)	3	-4.0	3	1	3	-0.6	-4.1	10	1.1
40	CC(=C/c1ccc(C(C)C)cc1)/C=N/NC(=O)Cn1nc(C)cc1C	-4	-2.4	9	-17	-6	-1.4	-3.5	-52	0.2
41	CCOC(=O)c1c(C)nsc1NC(=O)c1ccco1	-4	2.5	12	-16	-17	nt	-1.9	24	nt
42	Cc1c(CCO)c(=O)[nH]n1S(=O)(=O)c1ccc([N+](=O)[O-])cc1	1	-3.5	3	-6	-16	-0.8	-3.0	48	0.2
43	CC1CCCCC1NC(=O)/C(C#N)=C/c1ccc(F)c(F)c1 (stereo unspecified)	0	-0.6	3	1	-9	-0.7	-2.6	-7	0.2
44	COc1ccc(N(CC(=O)NC2CCCCCC2)S(=O)(=O)c2ccccc2)cc1Cl	0	0.9	6	-9	3	-0.6	-2.2	18	0.4
45	O=CNCC(=O)NC1CCCCCC1	3	1.4	-14	-2	5	0.6	-0.1	-2	0.6
46	CC1=C(Sc2ccccn2)C(=O)NC(C)(C)C1	-2	0.9	4	0	7	0.8	-0.6	-27	-0.6
47	Cc1ccc(C(=O)COC(=O)CCN2C(=O)C3C4CCC(C4)C3C2=O)cc1[N+](=O)[O-] (stereo unspecified)	-1	-2.4	6	-25	-11	4.8	-2.2	17	6.8
48	COc1ccc(C2=Nn3c(nnc3-c3cc(C)[nH]n3)SC2)cc1	-2	0.4	1	-23	-16	-1.5	-3.9	24	0.7
49	Cc1cccc(NS(=O)(=O)c2ccc(C3CCCCC3)cc2)c1	-8	-4.2	-3	-13	-10	3.0	-3.0	11	3.3
50	Cc1c(C(=O)N2CCCCC2)c(S(=O)(=O)NCCc2ccccc2)c(C)n1C	7	-6.0	-5	-39	-1	-0.3	-2.9	22	-0.3

# Random excerpt: three compounds from above.
No.	structure	GalR3 antagonist	VIM-2 inhibitor	HCV NS3 hel inh	FID counter	GPR7 antag	OXTR agonist	IMP-1 inh	PHOSPHO1 inh	V1R ag counter
33	COc1ccc(-c2nc3c(-c4ccc(F)cc4)cnn3cc2C)cc1F	0	-2.0	-13	1	-14	-0.1	-2.4	40	-1.3
48	COc1ccc(C2=Nn3c(nnc3-c3cc(C)[nH]n3)SC2)cc1	-2	0.4	1	-23	-16	-1.5	-3.9	24	0.7
34	COc1ccc(NC(=O)CCN2CCN(Cc3ccccc3)CC2)c(OC)c1	-6	-3.1	5	3	2	1.2	-4.1	13	0.3

# Other structures follow:
No.	structure	GalR3 antagonist	VIM-2 inhibitor	HCV NS3 hel inh	FID counter	GPR7 antag	OXTR agonist	IMP-1 inh	PHOSPHO1 inh	V1R ag counter
51	COc1ccc(C2(C(=O)Nc3ccc(C(=O)O)cc3)CCOCC2)cc1	-2	-8.6	-2	-2	-2	0.3	-5.8	14	0.6
52	CCOC(=O)C(=Cc1ccc(-n2cncn2)cc1)C(=O)OCC	8	-2.5	0	-5	-4	0.3	0.0	48	1.1
53	Cc1cc(=O)n2[nH]c(SCc3ccc(Cl)cc3)nc2n1	1	-1.7	-5	-4	-12	-0.4	-1.8	23	0.7
54	O=C(CSc1nc(C2CCCCC2)nc2ccccc12)NCc1ccc2c(c1)OCO2	-2	-0.1	0	-1	3	-1.6	0.4	-11	-0.2
55	Cc1cc(S(=O)(=O)N2CCN(Cc3ccccc3)CC2)c(C)s1	1	-4.6	-9	-13	-4	-2.3	-2.2	2	-1.9
56	CN1CCN(C(=O)CCN2C(=O)/C(=C/c3cccc(Br)c3)SC2=S)CC1	-1	1.0	-38	12	-9	2.3	5.5*	0	3.0
57	NS(=O)(=O)c1ccc(NC(=O)Nc2cccc(Cl)c2)cc1	-4	-3.2	0	13	-8	-0.3	-2.3	-7	1.0
58	Cc1ccc(OCCCC(=O)N2CCOCC2)c(C)c1	1	-2.3	-4	-7	10	-0.1	-0.1	-25	0.4

# Compound activity: PubChem, several laboratories
